Assay outcomes deposited in PubChem by several laboratories.
GLD-1 TGE inh – GLD-1-TGE RNA interaction inhibition (C. elegans) | Q17339 | purified GLD-1 + fluorescein TGE RNA, fluorescence polarization | inhibition, % at 5.96 µM | actives 0.44% (n = 320,000) | AID 2280;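 active means percent inhibition above a per-plate cutoff, the plate mean of test compounds plus 3 SD, cut at about 30% in these data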;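 further: 0% = DMSO wells with GLD-1 and probe and 100% = wells lacking GLD-1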
PAFAH1B2 FP inh – PAFAH1B2 (human) inhibition | P68402 | recombinant PAFAH1B2, FP-rhodamine activity probe, fluorescence polarization | inhibition, % at 3.39 µM | actives 1.2% (n = 340,000);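 active means inhibition above the mean of all tested compounds plus 3 SD, cut at about 24% in these data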;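 further: 0% = enzyme with DMSO and 100% = wells lacking PAFAH1B2; many of its hits are not listed in these tables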
Target sequence (P68402 whole entry, looked up): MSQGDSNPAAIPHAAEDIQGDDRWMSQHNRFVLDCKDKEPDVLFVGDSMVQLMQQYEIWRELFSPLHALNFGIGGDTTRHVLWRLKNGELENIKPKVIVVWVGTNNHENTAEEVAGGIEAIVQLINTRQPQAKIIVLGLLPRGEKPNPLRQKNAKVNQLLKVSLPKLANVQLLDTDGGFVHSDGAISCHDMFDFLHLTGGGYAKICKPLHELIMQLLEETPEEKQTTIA
pPAFAH FP inh – pPAFAH (human) enzyme inhibition; actives 1.5% (n = 330,000); AID 463082; recombinant pPAFAH, FP-rhodamine probe fluorescence polarization; inhibition, % at 3.39 µM;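 active means inhibition above the mean inhibition across the screen plus 3 SD, cut at about 25% in these data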;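 further: inhibitors block binding of the rhodamine activity-based probe so polarization drops; 0% = enzyme with DMSO and 100% = wells lacking pPAFAH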
BCLXL inh – Bcl-xL (human) inhibition | Q07817 | actives 0.7% (n = 320,000) | inhibition, % at 10.9 µM | GST-Bcl-xL / FITC-Bim BH3 peptide fluorescence polarization;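 active means inhibition above the mean of all tested compounds plus 3 SD, cutoff set per campaign, cut at about 30% in these data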;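 further: 0% = DMSO wells and 100% = unlabeled Bim-BH3 peptide competitor; inhibitors lower millipolarization by displacing the labeled peptide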
Target sequence (Q07817 whole entry, looked up): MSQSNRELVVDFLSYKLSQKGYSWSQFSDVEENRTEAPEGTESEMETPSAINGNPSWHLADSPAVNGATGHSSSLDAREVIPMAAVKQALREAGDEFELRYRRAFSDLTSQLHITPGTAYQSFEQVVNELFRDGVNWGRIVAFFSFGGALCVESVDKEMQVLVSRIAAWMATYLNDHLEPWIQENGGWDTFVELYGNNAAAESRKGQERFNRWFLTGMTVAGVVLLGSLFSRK
Fam108B counter – Fam108B inhibition, counter-screen for RBBP9 inhibitors; recombinant Fam108B, FP-Rh probe fluorescence polarization; inhibition, % at 9.51 µM; actives 0.33% (n = 300,000);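 active means inhibition above the screen mean inhibition plus 3 SD, computed separately per campaign, cut at about 18% in these data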;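 further: inhibitors lower polarization as less probe binds the enzyme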
MCL1 BIM primary – MCL1-BIM-BH3 interaction inhibition (human); GST-MCL1 / FITC-Bim-BH3 fluorescence polarization; actives 0.68% (n = 320,000); Q07820; inhibition, % at 10.9 µM;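 active means inhibition above the mean inhibition of all tested compounds plus 3 SD, set per campaign, cut at about 40% in these data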;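 further: 0% = DMSO wells and 100% = unlabeled Bim-BH3 peptide control; higher means more loss of mP so more displacement of Bim peptide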
Target sequence (Q07820 whole entry, looked up): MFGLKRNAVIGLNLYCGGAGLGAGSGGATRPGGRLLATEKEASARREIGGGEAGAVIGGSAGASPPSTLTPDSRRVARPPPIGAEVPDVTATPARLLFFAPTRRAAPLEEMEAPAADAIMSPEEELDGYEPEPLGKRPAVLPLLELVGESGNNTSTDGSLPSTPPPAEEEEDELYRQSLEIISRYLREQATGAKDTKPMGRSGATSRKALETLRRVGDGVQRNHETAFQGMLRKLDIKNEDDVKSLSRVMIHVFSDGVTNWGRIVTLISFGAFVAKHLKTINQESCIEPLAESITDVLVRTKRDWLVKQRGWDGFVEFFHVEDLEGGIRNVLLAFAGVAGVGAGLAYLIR
PME-1 primary – blocks human protein phosphatase methylesterase 1. recombinant PME-1, FP-Rh probe fluorescence polarization. actives 0.53% (n = 320,000). Q9Y570. inhibition, % at 5.9 µM. AID 2130;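 active means inhibition above the campaign mean of all compounds plus 3 SD, cut at about 26% in these data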;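 further: competitive labeling of PME-1 active site by serine hydrolase directed probe; 0% = PME-1 with DMSO and 100% = wells lacking PME-1 enzyme; inhibitors block probe labeling so polarization falls and inhibition rises; many of its hits are not listed in these tables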
MEX-5 binding – C. elegans MEX-5 TCR-2 RNA binding activity; Q9XUB2; MEX-5/FITC-TCR2 RNA binding, fluorescence polarization; stronger effect = lower value; activity score (negative = inhibition of binding), % at 10 µM; actives 0.38% (n = 300,000); AID 1832;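 active means inhibition past about -25% in most replicates, and total fluorescence under double the plate's negative control median, limit read from the data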;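 further: 0% = DMSO and -100% = 5 µM competing unlabeled TCR2 RNA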
AHR act – activates the human aryl hydrocarbon receptor; P35869; AHR-responsive luciferase reporter cells, luminescence; activation, % at 5 µM; actives 2.5% (n = 320,000); in the data active means activation above about 47%;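 further: 0% = vehicle wells and 100% = reference agonist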
* hit, by the source's call. Only part of the results is shown, so the mix of outcomes need not match the whole.

How did O=C(CSc1nnc(Cn2cnc3ccccc32)o1)Nc1cccc2ccccc12 do in these assays?
GLD-1 TGE inh: -3; PAFAH1B2 FP inh: 0; pPAFAH FP inh: -5; BCLXL inh: 2; Fam108B counter: 6; MCL1 BIM primary: 4; PME-1 primary: -1; MEX-5 binding: -1.6; AHR act: 14

How did Cc1ccc(OCCOc2ccc(Br)cc2/C=N\NC(N)=O)cc1 do in these assays?
GLD-1 TGE inh: 0; PAFAH1B2 FP inh: 5; pPAFAH FP inh: 5; BCLXL inh: 5; Fam108B counter: 1; MCL1 BIM primary: 7; PME-1 primary: -2; MEX-5 binding: 0.5; AHR act: 92*

Results for CC(C)(C)OC(=O)N[C@H](Cc1ccccc1)C(=O)N1CCC(C(=O)O)CC1 ?
GLD-1 TGE inh: 0; PAFAH1B2 FP inh: 1; pPAFAH FP inh: 2; BCLXL inh: -3; Fam108B counter: -2; MCL1 BIM primary: -1; PME-1 primary: -2; MEX-5 binding: -0.1; AHR act: 0

Results for CCN(C(=O)CSc1ccc2c(c1)OCCO2)C1CCS(=O)(=O)C1 (stereo not given) ?
GLD-1 TGE inh: 0; PAFAH1B2 FP inh: 1; pPAFAH FP inh: 1; BCLXL inh: 1; Fam108B counter: 9; MCL1 BIM primary: 7; PME-1 primary: -4; MEX-5 binding: 2.5; AHR act: 4

How did COc1ccc(Oc2cccc(Cl)c2CNC(=O)CCCC(=O)O)cc1 do in these assays?
GLD-1 TGE inh: 6; pPAFAH FP inh: 1; BCLXL inh: 7; Fam108B counter: -3; MCL1 BIM primary: 13; PME-1 primary: 2; MEX-5 binding: 0.8; AHR act: 1

What do the screens show for `C/C(=N/NS(=O)(=O)c1ccc(Br)cc1)c1c[nH]c2ccccc12`?
GLD-1 TGE inh: -6; PAFAH1B2 FP inh: 18; pPAFAH FP inh: 0; BCLXL inh: 2; Fam108B counter: 6; MCL1 BIM primary: -2; PME-1 primary: -2; MEX-5 binding: -0.9; AHR act: 7

What do the screens show for `Cc1cccc(CNc2ccc(C(CC(N)=O)NC(=O)c3ccccc3)cc2[N+](=O)[O-])c1` (stereo not given)?
GLD-1 TGE inh: -2; PAFAH1B2 FP inh: -6; pPAFAH FP inh: 2; BCLXL inh: -1; Fam108B counter: 0; MCL1 BIM primary: 1; PME-1 primary: -2; MEX-5 binding: 1.3; AHR act: 3

What do the screens show for `COc1ccccc1N(C)S(=O)(=O)c1ccc(C(=O)OCC(=O)NCc2cccs2)cc1`?
GLD-1 TGE inh: 6; PAFAH1B2 FP inh: 1; pPAFAH FP inh: 4; BCLXL inh: -1; Fam108B counter: -3; MCL1 BIM primary: -4; PME-1 primary: 7; MEX-5 binding: 3.2; AHR act: 0

What do the screens show for `COc1ccc(C2(c3ccc(OC)cc3)NC(=O)N(CC(=O)NC3(C#N)CCCC3)C2=O)cc1`?
GLD-1 TGE inh: 10; PAFAH1B2 FP inh: 1; pPAFAH FP inh: 4; BCLXL inh: 4; MCL1 BIM primary: 3; PME-1 primary: 2; AHR act: 0

What do the screens show for `CN(CC(=O)Nc1ccccc1Cl)C(=O)COC(=O)c1ccc(-c2ccc(O)cc2)cc1`?
GLD-1 TGE inh: 1; PAFAH1B2 FP inh: 2; pPAFAH FP inh: 6; AHR act: 0

How did CCCCOc1ccc(-c2cn3ccccc3n2)cc1[N+](=O)[O-] do in these assays?
GLD-1 TGE inh: 2; PAFAH1B2 FP inh: 1; pPAFAH FP inh: 4; BCLXL inh: 9; Fam108B counter: 2; MCL1 BIM primary: 14; PME-1 primary: -4; MEX-5 binding: 1.3; AHR act: -5

What do the screens show for `COc1ccc(S(=O)(=O)NCCOc2ccccc2)cc1C`?
GLD-1 TGE inh: -8; PAFAH1B2 FP inh: 6; pPAFAH FP inh: 3; BCLXL inh: 4; Fam108B counter: 3; MCL1 BIM primary: 12; PME-1 primary: 1; MEX-5 binding: 0.1; AHR act: -1

How did COc1ccc(-c2nn(-c3ccccc3)cc2/C=C/C(=O)OCC(=O)Nc2ccc(C#N)cc2)cc1 do in these assays?
GLD-1 TGE inh: -2; PAFAH1B2 FP inh: 1; pPAFAH FP inh: 3; BCLXL inh: -2; Fam108B counter: -18; MCL1 BIM primary: -2; PME-1 primary: -15; MEX-5 binding: 0.3; AHR act: 4

How did O=C(Nc1ccccc1)c1ccc(C(=O)Nc2ccccc2)nc1 do in these assays?
GLD-1 TGE inh: -4; PAFAH1B2 FP inh: 2; pPAFAH FP inh: 2; BCLXL inh: 3; Fam108B counter: 1; MCL1 BIM primary: 3; PME-1 primary: 1; MEX-5 binding: -0.8; AHR act: 1

What do the screens show for `Cc1ccc(-c2cc(C(=O)N/N=C/C=C/c3ccco3)c3ccccc3n2)cc1C`?
GLD-1 TGE inh: 0; PAFAH1B2 FP inh: -2; pPAFAH FP inh: 2; BCLXL inh: 10; Fam108B counter: -20; MCL1 BIM primary: 10; PME-1 primary: -14; MEX-5 binding: -0.3; AHR act: 11

What do the screens show for `Nc1ncnc2nc(SCC(=O)N3CCN(c4ccccc4)CC3)[nH]c12`?
GLD-1 TGE inh: 3; PAFAH1B2 FP inh: -1; pPAFAH FP inh: -1; BCLXL inh: -5; Fam108B counter: 0; MCL1 BIM primary: 2; PME-1 primary: 1; MEX-5 binding: -4.6; AHR act: 1

How did COc1ccc(Cc2nnc(SCc3nc4ccccc4c(=O)[nH]3)n2C)cc1 do in these assays?
GLD-1 TGE inh: 3; PAFAH1B2 FP inh: 3; pPAFAH FP inh: 7; BCLXL inh: -1; Fam108B counter: 3; MCL1 BIM primary: 3; PME-1 primary: -1; MEX-5 binding: -0.3; AHR act: 8

How did CN(CCO)c1nc(NCc2ccccc2)c2cnn(C)c2n1 do in these assays?
GLD-1 TGE inh: 1; PAFAH1B2 FP inh: 3; pPAFAH FP inh: 3; BCLXL inh: 4; Fam108B counter: -2; MCL1 BIM primary: 5; PME-1 primary: 8; MEX-5 binding: -3.7; AHR act: 2

How did Cc1ccccc1C(=O)c1cccn1CC(=O)NCc1ccccc1 do in these assays?
GLD-1 TGE inh: 4; PAFAH1B2 FP inh: 8; pPAFAH FP inh: -3; BCLXL inh: 3; Fam108B counter: -1; MCL1 BIM primary: 7; PME-1 primary: -2; MEX-5 binding: -3.1; AHR act: 15

How did COc1ccc(C)cc1NC(=O)Nc1ccccc1 do in these assays?
GLD-1 TGE inh: -6; PAFAH1B2 FP inh: 0; pPAFAH FP inh: 7; BCLXL inh: -1; Fam108B counter: 4; MCL1 BIM primary: -1; PME-1 primary: 2; MEX-5 binding: 1.7; AHR act: 26

What do the screens show for `COc1cc(C(=O)NC2CCCC(C)C2C)ccc1OCC(=O)N1CCOCC1` (stereo not given)?
GLD-1 TGE inh: 1; PAFAH1B2 FP inh: 5; pPAFAH FP inh: -3; BCLXL inh: -5; MCL1 BIM primary: -1; PME-1 primary: 2; AHR act: -1

How did Cc1ccc(NC(=O)C(C)Sc2nnc(C)n2C)cc1 (stereo not given) do in these assays?
GLD-1 TGE inh: 4; PAFAH1B2 FP inh: 3; pPAFAH FP inh: 0; BCLXL inh: 2; Fam108B counter: -1; MCL1 BIM primary: 4; PME-1 primary: -2; MEX-5 binding: 1.8; AHR act: 1

What do the screens show for `O=C(CCCN=C1NS(=O)(=O)c2ccccc21)OCC(=O)c1ccc(F)c(F)c1`?
GLD-1 TGE inh: -6; PAFAH1B2 FP inh: 5; pPAFAH FP inh: 2; BCLXL inh: -4; Fam108B counter: -4; MCL1 BIM primary: -10; PME-1 primary: -2; MEX-5 binding: 0.6; AHR act: -1

Results for NS(=O)(=O)c1ccc(NC(=S)NC(=O)C2CCCC2)cc1 ?
GLD-1 TGE inh: 0; PAFAH1B2 FP inh: 5; pPAFAH FP inh: -3; BCLXL inh: 5; Fam108B counter: 8; MCL1 BIM primary: 14; PME-1 primary: -4; MEX-5 binding: -1.2; AHR act: 2

Results for CC(C)(C)c1cc(C(=S)N2CCN(CCO)CC2)cc(C(C)(C)C)c1O ?
GLD-1 TGE inh: 5; PAFAH1B2 FP inh: 10; pPAFAH FP inh: 3; BCLXL inh: 2; Fam108B counter: 2; MCL1 BIM primary: 0; PME-1 primary: 5; MEX-5 binding: -2.9; AHR act: 0

How did COc1ccc(CNC(=O)c2ccc(-c3ccccc3)cc2)cc1OC do in these assays?
GLD-1 TGE inh: 7; PAFAH1B2 FP inh: 0; pPAFAH FP inh: -2; BCLXL inh: 10; Fam108B counter: 1; MCL1 BIM primary: 10; PME-1 primary: -3; MEX-5 binding: -0.4; AHR act: -6

What do the screens show for `Cc1cccc(C)c1NC(=O)CN(C)C(=O)CCC(=O)N1CCOCC1`?
GLD-1 TGE inh: -2; PAFAH1B2 FP inh: -2; pPAFAH FP inh: 2; AHR act: -2

Results for COc1ccc(-c2cc(C(F)(F)F)n3nc(C(=O)O)nc3n2)cc1 ?
GLD-1 TGE inh: 2; PAFAH1B2 FP inh: 4; pPAFAH FP inh: 3; BCLXL inh: 13; Fam108B counter: -1; MCL1 BIM primary: 4; PME-1 primary: 7; MEX-5 binding: -0.1; AHR act: 0

Results for O=C(CCNC(=O)c1ccc([N+](=O)[O-])cc1)NNC(=O)c1ccncc1 ?
GLD-1 TGE inh: 4; PAFAH1B2 FP inh: -1; pPAFAH FP inh: 3; BCLXL inh: 2; Fam108B counter: -1; MCL1 BIM primary: -1; PME-1 primary: -1; MEX-5 binding: -2.5; AHR act: 0

How did CCCc1nn(C)c(C(=O)Nc2ccc(Cl)cc2)c1Cl do in these assays?
GLD-1 TGE inh: 4; PAFAH1B2 FP inh: 2; pPAFAH FP inh: 2; BCLXL inh: 2; Fam108B counter: 5; MCL1 BIM primary: -2; PME-1 primary: 5; MEX-5 binding: 1.3; AHR act: 88*

What do the screens show for `NC(=S)Nc1ccc(C(F)(F)F)cc1Cl`?
GLD-1 TGE inh: 3; PAFAH1B2 FP inh: -2; pPAFAH FP inh: -5; BCLXL inh: 10; Fam108B counter: 0; MCL1 BIM primary: 6; PME-1 primary: -3; MEX-5 binding: 0.2; AHR act: 6

How did CC(C)c1cc(C(=O)NC2CCCCC2)no1 do in these assays?
GLD-1 TGE inh: 7; PAFAH1B2 FP inh: 0; pPAFAH FP inh: -6; BCLXL inh: -2; Fam108B counter: 0; MCL1 BIM primary: 1; PME-1 primary: -5; MEX-5 binding: -0.5; AHR act: 8

How did CCOC(=O)c1ccccc1NC(=O)[C@@H]1CCCN1C(=O)OC(C)(C)C do in these assays?
GLD-1 TGE inh: 0; PAFAH1B2 FP inh: 2; pPAFAH FP inh: 4; BCLXL inh: 6; Fam108B counter: -1; MCL1 BIM primary: 7; PME-1 primary: -2; MEX-5 binding: 1.1; AHR act: 1

What do the screens show for `CC12CC(c3ccccc3O1)N(C(=O)c1ccco1)C(=S)N2c1ccc(F)cc1` (stereo not given)?
GLD-1 TGE inh: 0; PAFAH1B2 FP inh: 7; pPAFAH FP inh: 4; BCLXL inh: 4; Fam108B counter: -5; MCL1 BIM primary: 5; PME-1 primary: 4; MEX-5 binding: 4.0; AHR act: 1

How did CC1(C)Cc2c(C#N)c(N)sc(=S)c2CS1 do in these assays?
GLD-1 TGE inh: 47*; PAFAH1B2 FP inh: 6; pPAFAH FP inh: 14; BCLXL inh: 57*; Fam108B counter: 5; MCL1 BIM primary: 71*; PME-1 primary: 5; MEX-5 binding: -9.8; AHR act: 12
